Bioassay records: PubChem, several laboratories
NTR1 ag: agonists of NTR1, primary screen, imaging, U2OS cells, beta-arrestin-GFP, high content (AID 493036); NTR1-U2OS beta-arrestin-GFP spot imaging, agonist mode; activation, % at 20 µM; actives 0.17% (n = 330,000);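 active means activation at or above 40% of the spot to cytoplasm intensity ratio, with at least 20 cells analyzed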;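 further: 0% = DMSO without peptide and 100% = 100 nM NTR1 peptide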
Target sequence (P30989 whole entry, looked up): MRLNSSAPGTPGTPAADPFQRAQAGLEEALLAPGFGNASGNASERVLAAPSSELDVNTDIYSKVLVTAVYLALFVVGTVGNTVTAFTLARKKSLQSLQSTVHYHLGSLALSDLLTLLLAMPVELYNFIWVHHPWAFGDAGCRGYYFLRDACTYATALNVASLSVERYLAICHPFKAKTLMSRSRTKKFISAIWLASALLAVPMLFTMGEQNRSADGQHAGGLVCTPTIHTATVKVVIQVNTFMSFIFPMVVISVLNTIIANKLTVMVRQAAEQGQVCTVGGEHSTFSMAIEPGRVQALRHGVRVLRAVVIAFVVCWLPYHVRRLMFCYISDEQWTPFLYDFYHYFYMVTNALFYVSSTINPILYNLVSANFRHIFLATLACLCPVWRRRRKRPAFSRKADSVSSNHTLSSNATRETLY
AID2073: inhibitors of Mint1-CaV2.2 protein interaction, biochemical, HTRF (AID 2073); actives 0.19% (n = 290,000); HTRF protein-protein interaction, Mint1-CaV2.2; higher % means a stronger effect; inhibition, % at 20 µM, or IC50 in µM where a hit was titrated; in the data active means inhibition mostly above about 51%, no sharp cut-off; further: some results filed as inactive read as strong as hits
Autophagy mod: modulators of autophagy. MEF GFP-LC3 puncta imaging; test concentration mostly 10 µM. calls only at 10 µM (by protocol). actives 0.98% (n = 190,000). AID 463193;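 active means percentage of spot-positive cells more than 3 SD above its plate mean, without a fluorescence outlier flag or 80% toxicity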;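 further: spot-positive cell cutoff set from DMSO-treated cells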
NS5 inhibitors: Dengue-2 NS5 methyltransferase inhibitors, primary screen, biochemical, confirmation dose response (AID 588689); actives 0.3% (n = 340,000); Dengue-2 NS5 methyltransferase capping enzyme assay, biochemical; higher % means a stronger effect; inhibition, % at 25 µM, or IC50 in µM where a hit was titrated; in the data active means a potency from the dose series
LYP phosphatase: inhibitors of LYP phosphatase, biochemical, fluorescence intensity, uHTS (AID 1779) | recombinant LYP phosphatase, fluorescence intensity; higher % means a stronger effect | inhibition, % at 11.5 µM; hits with a dose series show IC50 in µM | actives 0.054% (n = 290,000); in the data active means inhibition above about 50%;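 further: plate controls were vehicle with enzyme for no effect and no enzyme for full effect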
GPR35 antagonists: inhibition of zaprinast-stimulated GPR35 beta-arrestin translocation – imaging, U2OS, beta-arrestin-GFP, zaprinast agonist, primary screen (AID 2058); U2OS GPR35 beta-arrestin-GFP translocation imaging, zaprinast antagonism; higher % means a stronger effect; one-dose inhibition, % at 10 µM; IC50 in µM for titrated hits; actives 0.052% (n = 290,000);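 active means inhibition of at least 50% with at least 30 cells and total cytoplasm GFP at most 10,000,000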
RSV CPE inhibition: inhibition of RSV-induced cytopathic effect – HEp-2 cells, primary 10 µM value included (AID 2391); one-dose CPE inhibition, % at 10 µM; IC50 in µM for titrated hits; HEp-2 cells, RSV-induced CPE inhibition; higher % means a stronger effect; actives 0.13% (n = 310,000); in the data active means a potency from the dose series; further: strong numbers were not always called active
UTI89 phage lysis: protection from phage-mediated lysis, alamar blue read-out – E. coli UTI89, K1F phage, bacterial capsule biogenesis inhibitors (AID 488966); actives 0.02% (n = 340,000); E. coli UTI89 K1F phage lysis, alamar blue, 2 h; higher % means a stronger effect; one-dose inhibition, % at 100 µM; IC50 in µM for titrated hits;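 active means phage lysis inhibition, versus mean bacterial control, above a set limit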;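 further: capsule biogenesis inhibitors block K1F phage lysis so surviving cells raise fluorescence; higher fluorescence means more inhibition of phage lysis; actives were called in the ten point dose series up to 300 µM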
WT yeast gro inh: growth inhibition of WT yeast, mitochondrial fusion screen; mitochondrial fusion phenotypic screen, WT strain; inhibition, % at 10 µM; actives 2.1% (n = 190,000); in the data active means inhibition above about 58%; tested in S. cerevisiae
WT yeast gro inh mutant strain: recorded beside WT yeast gro inh, whose call it bears; inhibition, %; mitochondrial fusion phenotypic screen, mutant strain inhibition
Autophagy mod cell loss 18 h: also measured in Autophagy mod; calls as there; toxicity, %; measured here: cell loss, nuclei count;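 cell loss after 18 h compound exposure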
NTR1 ag cell count 20 µM: second read-out of NTR1 ag, no call of its own (marks repeat the call); cell count; measured here: cell count, cytotoxicity flag
NS5 inhibitors pilot replicate: further read-out of NS5 inhibitors, marked with its call; inhibition, %; measured here: pilot screen replicate inhibition
Starred values were filed as active, the others as inactive; i = inactive; nt = no result given; [ ] = remark or other dose. Outcome played no part in choosing rows. Share with any hit: about 2.6%.

SMILES | NTR1 ag | NTR1 ag cell count 20 µM | AID2073 | Autophagy mod | Autophagy mod cell loss 18 h | NS5 inhibitors | LYP phosphatase | GPR35 antagonists | RSV CPE inhibition | UTI89 phage lysis | WT yeast gro inh | WT yeast gro inh mutant strain | others
O=C(NC(=S)NCc1cccnc1)c1ccccc1[N+](=O)[O-] | -0.9 | 55 | -12% | i | 9 | 0% | -5% | -9% | 0.7% | 1.6% | 12 | 21
CN(c1ccc(C(=O)NCCCn2ccnc2)cc1)S(C)(=O)=O | 1.9 | 62 | -6% | nt | nt | 1% | -2% | 7% | 2.7% | -0.3% | nt | nt
CC1CCN(C(=O)CN2C(=O)C(=O)N(C(C)C)C2=O)c2ccccc2S1 (centres undefined) | 0.1 | 62 | nt | nt | nt | -1% | nt | nt | -0.5% | 0.3% | nt | nt
N/C(=N\OC(=O)c1ccco1)c1ccc(Cl)cc1 | -0.3 | 97 | -8% | i | 3 | nt | -7% | 14% | 0.4% | 1.7% | 2 | 1
COc1ccc(-c2cc3c(=O)n(CC(=O)N4CCCC4)ncn3n2)cc1 | 0.6 | 58 | 31% | nt | nt | 0% | -12% | 6% | 3.3% | 0.4% | nt | nt
CC(C)(C)C1CCC(=O)N(CCC#N)CC1 (centres undefined) | 0.8 | 85 | 2% | nt | nt | -5% | -12% | 1% | 0.1% | 0.7% | nt | nt
CCS(=O)(=O)N1Cc2ccccc2CC1C(=O)Nc1nccs1 (centres undefined) | 2.3 | 50 | 19% | i | 7 | -4% | 0% | 13% | 1.0% | -2.2% | -7 | 4
CC(C)C1CCN(C(=O)C2CCC(=O)N(CCc3ccc(Cl)cc3)C2)CC1 (centres undefined) | 2.7 | 79 | 11% | nt | nt | -5% | -4% | -8% | 6.8% | -0.3% | nt | nt
CC(/C=C1\SC(=S)N(CCC(=O)Nc2ccc(O)cc2)C1=O)=C\c1ccccc1 | 0.6 | 63 | 22% | nt | nt | 1% | 5% | 0% | 2.7% | 0.2%[50 µM] | nt | nt
O=c1[nH]c(-c2ccccc2)c(-c2ccccc2)o1 | 0.0 | 82 | 27% | nt | nt | -3% | -6% | 7% | 1.6% | 0.0% | nt | nt
COC(=O)c1ccccc1NC(=O)c1cc([N+](=O)[O-])nn1Cc1ccccc1 | 5.0 | 78 | -10% | i | 5 | -5% | -7% | 12% | 1.7% | 0.7% | -6 | -11
CSc1cccc(NC(=S)N(Cc2ccccc2)Cc2cccnc2)c1 | -1.0 | 50 | -23% | i | 11 | -2% | -6% | -15% | -1.3% | 0.0% | 30 | 22
CC1(CCc2ccccc2)NC(=O)N(CC(=O)N2CCCCCC2)C1=O (centres undefined) | -0.9 | 68 | nt | nt | nt | 1% | nt | nt | -1.2% | 1.4%[50 µM] | nt | nt
Cn1cnc(S(=O)(=O)N2CCN(c3ccc(F)cc3)CC2)c1 | 1.0 | 52 | -2% | nt | nt | nt | -3% | 2% | 3.8% | nt | nt | nt
CCN1CCN(S(=O)(=O)c2ccc(C)c([N+](=O)[O-])c2)CC1 | 3.0 | 48 | 18% | i | -4 | -3% | -5% | 5% | 0.7% | 2.0% | -4 | 1
Clc1nssc1=Nc1ccc(Br)cc1 | nt | nt | 12µM* | i | 5 | 6% | 1% | -1% | nt | 1.1% | 71* | 67*
CCN(C(=O)COc1cc(=O)n(C)c2ccccc12)c1cccc(Cl)c1 | 1.1 | 86 | 6% | i | -2 | -1% | -4% | 0% | 0.9% | -0.7% | -4 | 0 | NS5 inhibitors pilot replicate=0.3
O=S(=O)(c1ccccc1)N1CCN(C(=S)NCCCN2CCOCC2)CC1 | 0.1 | 60 | -15% | i | -34 | -4% | -8% | 11% | 0.5% | -0.5% | -3 | -4
COC(CNC(=O)c1ccc2nc(-c3cccs3)c(-c3cccs3)nc2c1)OC | 1.5 | 39 | 22% | i | -3 | -1% | -11% | -5% | 3.9% | 0.0% | -38 | -15
O=C1CC2(CON=C2c2ccc(F)cc2)C(=O)N1c1ccc(F)cc1 (centres undefined) | -1.6 | 44 | 13% | i | -9 | 5% | -3% | -11% | 1.2% | 0.8% | 26 | 11
COc1ccc(C(=O)COC(=O)CNC(=O)c2cccc(OC(F)F)c2)cc1 | 0.3 | 38 | 16% | i | -10 | -15% | -2% | -11% | 0.1% | -0.3% | -6 | -6
CC(C)(C#N)NC(=O)C(=O)c1c(-c2ccccc2)cc2ccccn12 | 1.5 | 75 | 8% | nt | nt | 3% | -6% | -3% | 3.0% | 0.1% | nt | nt
O=c1c2c(nc3c(-c4ccc(Cl)cc4)c[nH]n13)CCCC2 | 1.0 | 54 | 7% | i | -31 | -11% | 5% | -2% | -1.7% | 1.0% | 10 | -2
O=C(Nc1cccc([N+](=O)[O-])c1)c1ccn[nH]1 | 0.8 | 51 | 21% | i | 1 | -17% | -4% | -7% | 20% | -0.6% | -11 | 22
CSc1nc(S(=O)(=O)c2ccc(C)cc2)c(Cl)s1 | 0.2 | 69 | 2% | i | -2 | -7% | -4% | 18% | 7.9% | -0.4% | 8 | -10
Continuation:
SMILES | NTR1 ag | NTR1 ag cell count 20 µM | AID2073 | Autophagy mod | Autophagy mod cell loss 18 h | NS5 inhibitors | LYP phosphatase | GPR35 antagonists | RSV CPE inhibition | UTI89 phage lysis | WT yeast gro inh | WT yeast gro inh mutant strain | others
COC(=O)CSc1nc(C2CC2)cc(C(F)(F)F)c1C#N | 5.6 | 92 | 6% | i | 4 | -1% | -6% | 17% | 11% | 0.0% | 17 | -1
CCn1c(CNC(=O)c2ccc(Cl)cc2)nnc1SCC(=O)N1CCOCC1 | -1.1 | 61 | 0% | nt | nt | -4% | -10% | -16% | 1.4% | 0.5%[50 µM] | nt | nt
O=C(Cc1cccs1)Nn1c(Cc2cccs2)nc2ccccc2c1=O | -1.6 | 58 | 2% | i | 2 | -14% | -6% | 4% | 0.1% | 0.1% | -5 | -6
Nn1c(-c2ccccn2)nnc1-c1ccccn1 | -2.5 | 77 | 5% | i | -12 | 2% | 0% | -5% | 1.2% | 2.2% | 24 | 20
Cn1nc(C(F)(F)F)c(-c2ccc(Br)cc2)c1NC(=O)c1ccco1 | 1.7 | 44 | -1% | nt | nt | 8% | -4% | -3% | 15% | -2.1% | nt | nt
O=C(NCc1ccco1)c1cnn2cccnc12 | 1.2 | 82 | 38% | i | 23 | -8% | -7% | -50% | -1.2% | 0.3% | -6 | 18
COC(=O)c1scc(C)c1NC(=O)c1ccccc1F | -1.0 | 73 | 1% | nt | nt | -7% | -4% | 16% | 0.1% | -0.1% | nt | nt
CCC(NC(=O)Nn1cnnc1)(C(F)(F)F)C(F)(F)F | -0.6 | 86 | -6% | i | 1 | -7% | -2% | -2% | -1.3% | 1.4% | -1 | -9
O=C(c1ccc2ccccc2c1)N1CCc2ccccc21 | -0.6 | 59 | 32% | nt | nt | -5% | 3% | 17% | 5.4% | 0.4% | nt | nt
COc1ccc(/C=N/OCC(=O)N2CC3(C)CC2CC(C)(C)C3)cc1 (centres undefined) | 0.3 | 49 | -3% | i | -6 | 1% | -5% | 2% | 3.9% | 0.4% | 19 | 18
CCc1nc2ccccc2c(C(=O)OCC(=O)C(C)(C)C)c1C | 10 | 38 | -5% | i | 2 | 0% | 0% | -4% | -0.6% | -0.1% | 21 | -2
Fc1ccccc1NC(=S)NCc1ccccc1 | 0.1 | 61 | 7% | nt | nt | -9% | -1% | 4% | 1.2% | -2.0% | nt | nt
CC1=CC(C)(C)N(C(=O)CSc2nnc(N)s2)c2cc(C)c(C)cc21 | -1.6 | 66 | 1% | i | -2 | -1% | -3% | -3% | -0.7% | 6.5% | 6 | 3
CCNC(=S)N(CCc1c(C)[nH]c2ccccc12)Cc1cccnc1 | 0.1 | 103 | -9% | nt | nt | -1% | -10% | 2% | 2.4% | 0.1% | nt | nt
CC(C)c1ccc(Nc2ncccc2C(=O)O)cc1 | 0.7 | 55 | 0% | i | 2 | -3% | -4% | 24% | 10% | -0.5% | 12 | 10
CC(=O)N1c2ccc(S(=O)(=O)N3CCCC3)cc2CC1C(=O)Nc1cc(C)cc(C)c1 (centres undefined) | 0.3 | 59 | 13% | nt | nt | -14% | -4% | 39% | 3.3% | 0.2% | nt | nt
COc1ccc(N(CC(=O)NC(C)(C)C)C(=O)CCC(=O)Nc2nccs2)c(OC)c1 | -0.5 | 76 | 10% | nt | nt | -1% | -7% | 0% | 0.7% | 0.0% | nt | nt | NS5 inhibitors pilot replicate=2.8
Fc1ccc(-c2n[nH]c(=S)n2CC2CCCO2)cc1 (centres undefined) | -2.9 | 77 | 24% | i | 10 | -8% | -3% | 0% | 0.2% | -2.8% | 9 | 3
Cc1cc(C)nc(N/N=C2/CCSc3ccc(F)cc32)n1 | 0.6 | 49 | 2% | nt | nt | -9% | 2% | -12% | 5.6% | 0.0% | nt | nt
Cc1ccc(Nc2nc(OC(C(F)(F)F)C(F)(F)F)nc(N3CCOCC3)n2)cc1 | 6.9 | 49 | 9% | i | 3 | 2% | 8% | -10% | 0.9% | 0.3% | 4 | -10
C=CCNC(=S)NNC(=O)COc1cccc(Cl)c1 | -1.8 | 60 | -42% | i | -3 | -9% | -1% | 20% | 7.1% | 2.7% | 8 | -20
COc1ccc(C(=O)OCc2c(-c3cccc(OC)c3)ncc3ccccc23)cc1 | 1.4 | 50 | nt | nt | nt | -1% | nt | nt | 1.9% | 0.3% | nt | nt
COc1ccc(C(=O)/C=C/c2cccnc2)c(OC)c1 | 2.0 | 75 | 0% | nt | nt | -19% | -5% | 12% | 8.9% | 0.0% | nt | nt
COc1ccc(Cc2nc3ccc(C(=O)NCCc4cccc(C)n4)cc3o2)cc1 | 1.0 | 56 | -4% | nt | nt | -1% | -11% | -3% | 47% | 0.2% | nt | nt
C#CCNC(=O)c1cc2sccc2n1C | 0.5 | 33 | 10% | i | 1 | -9% | 0% | 8% | 3.6% | -0.1% | -10 | -7
Cc1ccc(C(=O)Nc2ccc(N3CCN(C)CC3)nc2)cc1 | 0.8 | 47 | 4% | i | -10 | -11% | 1% | 8% | -2.1% | 0.0% | 0 | -3

Gathered by group, the compounds so far containing an NH in an aromatic ring.
SMILES | NTR1 ag | NTR1 ag cell count 20 µM | AID2073 | Autophagy mod | Autophagy mod cell loss 18 h | NS5 inhibitors | LYP phosphatase | GPR35 antagonists | RSV CPE inhibition | UTI89 phage lysis | WT yeast gro inh | WT yeast gro inh mutant strain | others
O=c1[nH]c(-c2ccccc2)c(-c2ccccc2)o1 | 0.0 | 82 | 27% | nt | nt | -3% | -6% | 7% | 1.6% | 0.0% | nt | nt
O=c1c2c(nc3c(-c4ccc(Cl)cc4)c[nH]n13)CCCC2 | 1.0 | 54 | 7% | i | -31 | -11% | 5% | -2% | -1.7% | 1.0% | 10 | -2
O=C(Nc1cccc([N+](=O)[O-])c1)c1ccn[nH]1 | 0.8 | 51 | 21% | i | 1 | -17% | -4% | -7% | 20% | -0.6% | -11 | 22
CCNC(=S)N(CCc1c(C)[nH]c2ccccc12)Cc1cccnc1 | 0.1 | 103 | -9% | nt | nt | -1% | -10% | 2% | 2.4% | 0.1% | nt | nt
Fc1ccc(-c2n[nH]c(=S)n2CC2CCCO2)cc1 (centres undefined) | -2.9 | 77 | 24% | i | 10 | -8% | -3% | 0% | 0.2% | -2.8% | 9 | 3
